# Screening data deposited in PubChem by Emory University Molecular Libraries Screening Center.
# 14-3-3g Raf = alters human 14-3-3 gamma binding to Raf peptide; P61981; FP, 14-3-3gamma / TMR-pS259-Raf peptide binding; inhibition, % at 40 µM; hit rate 0.19% among 160,000; in the data active means inhibition above about 30%;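 further: 0% = protein plus tracer without compound and 100% = blank with tracer alone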
# Target sequence (P61981 whole entry, looked up): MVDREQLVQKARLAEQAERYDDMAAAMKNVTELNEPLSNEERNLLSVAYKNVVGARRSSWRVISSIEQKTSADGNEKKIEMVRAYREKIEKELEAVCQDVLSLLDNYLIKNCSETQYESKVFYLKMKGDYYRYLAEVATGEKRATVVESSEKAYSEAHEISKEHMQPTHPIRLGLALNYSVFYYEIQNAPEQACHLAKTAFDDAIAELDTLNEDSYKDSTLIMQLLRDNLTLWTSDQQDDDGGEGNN
# The depositor's hits bear a star; & = joins results of further samples. A portion of the library; rates above refer to the full screens.
SMILES,14-3-3g Raf
O=c1c2ccccc2n(Cc2cc(=O)n3ccccc3n2)c(=O)n1CC1CCCO1 (stereo unspecified),2
CC(C)CCOC(=O)C1C2C=CC3(CN(Cc4cccs4)C(=O)C13)O2 (stereo unspecified),5
O=C(Nc1ccc(Oc2ccccc2)cc1)C1CCN(S(=O)(=O)c2ccc(F)cc2)CC1,-1
Cc1cccc(CC(C(=O)O)C(C)C(=O)O)c1 (stereo unspecified),1
O=C(CN1C(=O)c2ccccc2C1=O)NCc1ccc(C(=O)O)cc1,-5
CCCSc1nnc2n(Cc3ccccc3)c(=O)c3c4c(sc3n12)CCC4,2
CCN1CCCC1CNC(=O)c1c(O)c2c([nH]c1=O)CCCC2 (stereo unspecified),-7&1
Cc1ccc(-c2nnc(CSc3nnc4c5c(C)c(C)sc5nc(C(C)C)n34)o2)cc1,-8
COc1ccccc1C(=O)Nc1ccc(N2CCN(S(C)(=O)=O)CC2)cc1,-3
CC1CCCN(CCCNC(=O)CCn2nc(-c3ccccc3)ccc2=O)C1 (stereo unspecified),0
CCn1cc(C(=O)O)c(=O)c2cc(F)c(N3CCN(C(=O)Nc4ccccc4)CC3)cc21,-3
COc1cc(C(=O)Nc2ccccc2-c2nc3ccccc3o2)cc(OC)c1OC,-13
O=C(COC(=O)c1ccco1)NCc1cccs1,0
CCC(C)(C)C1CCc2sc3ncnc(NCCCN(C)C)c3c2C1 (stereo unspecified),-1
O=C(CSc1c2c(nc3ccc(Cl)cc13)CCCC2)NCC1CCCO1 (stereo unspecified),3
CC1(C)NC(=O)N(CC(O)COc2ccc(N3C(=O)c4ccccc4C3=O)cc2)C1=O (stereo unspecified),4
CCC1c2ccc(C)n2CCN1C(=O)Nc1ccccc1OC (stereo unspecified),0
O=S(=O)(N=C(Nc1ccccn1)c1ccc(Cl)cc1)c1ccc(Cl)cc1,-10
COC(=O)C1(C)NC(c2cccs2)C2C(=O)N(c3ccc(F)cc3)C(=O)C21 (stereo unspecified),-3
Cc1cc[n+](CC(N)=O)c2ccccc12,-6
CC(C)C1NC(=O)C(O)(C(F)(F)F)NC1=O (stereo unspecified),-7
CCn1cnc2cc(NCc3nc4ccccc4n3Cc3ccccc3)ccc21,1
COc1ccc(NC(=O)C2=C(C)Nc3ncnn3C2c2ccccc2C(F)(F)F)c(OC)c1 (stereo unspecified),1
COC(=O)c1ccc(C(=O)Nc2cc(C(=O)OC)ccc2C(=O)OC)cc1,-7
CC1CCCCC1NC(=O)CCn1c(=S)[nH]c2ccccc2c1=O (stereo unspecified),-4
CC(C)(C)NC(=O)C(c1ccco1)N(Cc1ccc2c(c1)OCO2)C(=O)Cn1nnc2ccccc21 (stereo unspecified),-3
Cc1cccc(OCc2nnc(SCC(=O)N3CCN(C(=O)c4ccco4)CC3)n2C)c1C,-13
CCC(=O)N1CCc2cc(Br)cc(S(=O)(=O)N3CCCC(C(=O)Nc4cccc(Cl)c4C)C3)c21 (stereo unspecified),-10
O=C(O)CSc1nc2ccc(Cl)cc2[nH]1,-6
Cc1nnc(SCCN2CCOCC2)n1-c1cccc(Cl)c1,-7
Cc1c(Cl)cccc1NC(=O)c1cc(S(=O)(=O)N2CCN(c3ccccc3F)CC2)ccc1F,-10
Cc1ccc(NC(=O)CN(C)S(=O)(=O)c2cccc3nsnc23)cc1Cl,-2
CN(C)c1ccc(C2Nc3ccc4ccccc4c3C3=C2C(=O)CC(C)(C)C3)cc1Br (stereo unspecified),-8
Cc1ccccc1Nc1c(-c2ccsc2)nc2ccccn12,-9
c1ccc(-c2cc(N3CCCCC3)ncn2)cc1,0
CCOC(=O)c1cc2c(=O)n3ccccc3nc2n(CCOC)c1=NC(=O)c1cccc(C(F)(F)F)c1,-13
COc1ccc(OC)c(C=Cc2ccc3cccc(O)c3n2)c1,-4
CN1CCN(c2cc3c(c4c2[nH]c2ccccc24)C(=O)CC(C)(C)C3)CC1,4
N#Cc1c(NC(=O)c2ccccc2C(=O)O)sc2c1CCCC2,-8
CCOC(=O)c1sc(NC(=O)c2cncc(Br)c2)c(C(=O)OCC)c1C,-17
Cc1c(NC(=O)Cc2ccccc2)cccc1-c1nc2ncccc2o1,-2
COc1cc(NC(=O)c2cccs2)c(C(=O)OCC(=O)NCc2ccco2)cc1OC,-11
NC(=O)CSc1nc2c(sc3ccccc32)c(=O)n1CCCN1CCCC1,-11
Fc1ccccc1-c1nc(-c2ccccc2)no1,-9&-7
CC(=O)Cc1nsc(Nc2ccc3c(c2)OCCO3)n1,-12
Nc1nc(-c2cccnc2)nn1C(=O)Cc1ccccc1,-5
CCS(=O)(=O)N1CCC(C(=O)NCc2ccccc2OC)CC1,-4&-3
COCc1cc(C)nc(SCC(=O)Nc2ccc(OC)cc2)c1C#N,5
Cc1ccc(S(=O)(=O)N2CCN(c3ccc([N+](=O)[O-])c(NCCOc4ccccc4)c3)CC2)cc1,-33
Cc1n[nH]c(C)c1S(=O)(=O)N1CCN(c2ccc(F)cc2)CC1,5
CC(C)c1ccc(N(C)C(=O)Cc2c(C(=O)O)n(C)c3ccccc23)cc1,0
COc1cc2c(cc1NC(=O)Cn1cnc3c1c(=O)n(C)c(=O)n3C)oc1ccccc12,1
Cc1cccc(-n2nnc(C(=O)NCCC3=CCCCC3)c2N)c1,-12
CCOC(=O)c1cc2c(=O)n3ccccc3nc2n(CCCOC)c1=NC(=O)c1ccccc1C(F)(F)F,1
CCSC1=NC(=Cc2cc3c(cc2Cl)OCO3)C(=O)S1,-15
O=C(NCCN1CCOCC1)c1ccc(CS(=O)(=O)c2ccc(Cl)cc2)o1,-6&12
CCOc1cc(C2C(C(=O)OC)=C(C)NC3=C2C(=O)CC(c2ccccc2)C3)cc(Br)c1O (stereo unspecified),-3
CCn1ncc(C2=NOC(C(=O)Nc3cccnc3)C2)c1C (stereo unspecified),-2
CN(C)c1ccc(NC(=O)c2cc3sc4ccccc4c3s2)cc1,2
CCOc1ccccc1NC(=O)C1=C(C)NC(=O)NC1c1ccccc1Cl (stereo unspecified),1

# Later entries:
SMILES,14-3-3g Raf
CCN(C(=O)CN1CCN(c2ccccc2OC)CC1)c1c(N)n(Cc2ccccc2)c(=O)[nH]c1=O,5
COc1cc(C2C(C(=O)c3ccc(C)o3)=C(O)C(=O)N2CCc2ccccc2)ccc1O (stereo unspecified),-2
O=C(c1ccccc1)C1C(=O)c2ccccc2C1=O,3
COc1cccc(N2CCN(C(=O)c3[nH]c(C)c(C(C)=O)c3C)CC2)c1,-7
Cc1c(NC(=O)c2coc(=O)c3ccccc23)cccc1[N+](=O)[O-],-3
CN1CCc2ccccc2Cc2[nH]c3ccccc3c2CC1,-3
COc1cccc(C(=O)Oc2cccc(OC(=O)c3cccc(OC)c3)c2)c1,-23
Cn1c(=O)c2c(nc(N3CCN(Cc4ccccc4)CC3)n2CC(=O)c2ccccc2)n(C)c1=O,3
CCN(CCNC(=O)C1CCN(Cc2nc(-c3cccc(Cl)c3)oc2C)CC1)c1ccccc1,-8
COc1ccc(-c2noc(-c3ccccc3C(=O)NCc3ccco3)n2)cc1OC,0
O=C(CSc1nc2ccccc2o1)Nc1cc(C(F)(F)F)cc(C(F)(F)F)c1,-17
O=C(Cn1c(=S)[nH]c2ccccc2c1=O)N1CCN(c2ccc(F)cc2)CC1,-7
CCOc1ccc(N2C(N)=NC(N)=NC23CCCC3)cc1,0
O=C1CC(c2ccccc2F)c2cc3c(cc2N1)OCO3 (stereo unspecified),-43
COCCN1C(=O)c2oc3c(C)cc(C)cc3c(=O)c2C1c1cccc(O)c1 (stereo unspecified),-10

# Molecules above that have a nitro group on carbon, in the order listed:
SMILES,14-3-3g Raf
Cc1ccc(S(=O)(=O)N2CCN(c3ccc([N+](=O)[O-])c(NCCOc4ccccc4)c3)CC2)cc1,-33
Cc1c(NC(=O)c2coc(=O)c3ccccc23)cccc1[N+](=O)[O-],-3

# Next part:
SMILES,14-3-3g Raf
CC(=O)N1CC2(C(C)C)CN(C(C)=O)CC(C(C)C)(C1)C2=O,-10
CCC(CC)c1nc(Nc2cccc(C(C)=O)c2)c2ccccc2n1,-16
CCOC(=O)c1sc(=S)n(-c2ccc(OC)cc2)c1N,7
Clc1ccc(-c2nc(NCCN3CCOCC3)c3ccccc3n2)cc1,-2
CC1CCN(C(=O)CSc2nnc(Cc3cccn3C)n2-c2ccc(F)cc2)CC1,-5
Cc1ccccc1OCCn1c(-c2ccc(Cl)cc2)nc2ccccc2c1=O,-2
O=C(c1scc2c1CCCC2)N1CCN(c2ccc(F)cc2)CC1,-1
N#Cc1c(NC(=O)c2cc(-c3ccc(Cl)cc3)on2)sc2c1CCC2,-31
CCC(C)NC(=O)c1ccc2c(c1)ncn2-c1ccc(C(C)C)cc1 (stereo unspecified),-26
CCCCOC(=O)C1=C(C)NC2=C(C(=O)CCC2)C1c1ccncc1 (stereo unspecified),1
CCN(CC)c1ccc(C2Nc3ccccc3NC3=C2C(=O)CC(c2ccccc2)C3)cc1 (stereo unspecified),-7
Cc1ccc(N2C(=O)Nc3ccc(Br)cc3C2(O)C(=O)N2CCN(c3ccccn3)CC2)cc1C (stereo unspecified),3
CCOc1ccccc1C1C(C(=O)OCCOC)=C(C)NC2=C1C(=O)CC(c1ccc(Cl)cc1)C2 (stereo unspecified),-2
Cc1noc(C)c1COC(=O)c1ccc2c(c1)S(=O)(=O)c1ccccc1C2=O,-5
COc1ccc(-c2n[nH]c3c2C(c2ccc(OC)c(OC)c2)N(c2ccccc2)C3=O)cc1 (stereo unspecified),-12
COc1ccc(C(=O)Nc2cccc3ccccc23)cc1Br,-4
CCc1cc(=O)oc2cc(C)c3c(-c4cccc(OC)c4)coc3c12,-4
O=C(c1ccccc1)N1CC(COc2ccccc2)OC(c2ccco2)O1 (stereo unspecified),-5
O=c1[nH]cnc2ccc([N+](=O)[O-])cc12,4
CCC(=O)N1c2ccc(S(=O)(=O)NCc3cccs3)cc2CC1C (stereo unspecified),-2
Cn1cc(CCCC(=O)NC2CC2)c2ccccc21,-4
CCC1CCCCN1C(=O)CSc1nc2c(cnn2-c2ccccc2)c(=O)[nH]1 (stereo unspecified),-12
CCOCCn1cnc2sc(C(=O)N3CCN(c4ccccn4)CC3)c(C)c2c1=O,1
CCOC(=O)c1nc(Nc2ccc(Cl)cc2C)c2ccccc2n1,-8
O=C1c2ccccc2C(O)(Cc2ccccc2)N1Cc1ccccc1 (stereo unspecified),7
O=C(C1CCCN(S(=O)(=O)c2cccc3nsnc23)C1)N1CCN(C2CCCC2)CC1 (stereo unspecified),-7
CCOc1ccc2ccccc2c1C(=O)NCCc1cc2c(OC)ccc(OC)c2[nH]c1=O,-8
O=C(CN(c1cccc([N+](=O)[O-])c1)S(=O)(=O)c1ccccc1)NCc1cccnc1,6
Cc1cccc(NC(=O)CCCn2c(=S)[nH]c3ccccc3c2=O)c1,-10
Clc1ccc(-n2ncc3c(Nc4ccc(Br)cc4)ncnc32)cc1,-4
Cc1nc2sc(-c3ccccc3)c(Cc3ccccc3)c2c(=O)o1,-1
CCCOc1ccc(N2C(=O)CC(N3CCSC3c3ccc(Br)cc3)C2=O)cc1 (stereo unspecified),-22
O=C(COC(=O)c1cccs1)NC1CCCCC1,-4
COc1ccc2nc(NC(=O)C3CCCN(S(=O)(=O)c4cccc5nsnc45)C3)sc2c1 (stereo unspecified),0&3
COc1ccc(CCN=CC2=C(O)CCCC2=O)cc1OC,-4
CCCC1=NN(C(=O)Cc2ccc(C)cc2)C(O)(C(F)(F)F)C1 (stereo unspecified),-4
O=C(NCCSC1CCCCC1)c1ccc(CN2CCc3ccccc3C2)cc1,-5
Cc1cccc(C)c1NC(=O)CC(C(=O)O)N(C)C (stereo unspecified),10
CC(=O)C1=C(c2ccccc2)NC(=O)NC1c1ccccc1OCC#N (stereo unspecified),-5
O=[N+]([O-])c1ccc(Oc2ccc(S(=O)(=O)N3CCc4ccccc4C3)cc2)cc1,-3
COc1cc(S(=O)(=O)N2CCCCCC2)ccc1Cl,1
CCOC(=O)N1CCN(C(=O)C2CCC(CNS(=O)(=O)c3ccccc3)CC2)CC1 (stereo unspecified),3
O=C(Nc1nncs1)c1cccc(S(=O)(=O)N2CCCC2)c1,-4
Cc1cc(C)c(S(=O)(=O)N(CC(=O)N2CCOCC2)C2CCCCC2)c(C)c1,-3
COc1cc(NC(=O)c2sc3nc[nH]c(=O)c3c2C)cc(OC)c1OC,-4
COC(=O)CSc1ccc2c(N)c(C(=O)OC)sc2c1,0
COc1ccc(-n2nc3c(c2NC(=O)C2CC2)CSC3)cc1,-9
COc1ccc(Br)c(C(=O)Nc2cc(C(=O)N(C)Cc3ccccc3)ccc2N2CC3CC(C2)c2cccc(=O)n2C3)c1 (stereo unspecified),-7
COc1ccc(CC(=O)Nc2cc(=O)n(C)c(=O)n2C)cc1,-4
C=C(C)c1cccc(C(C)(C)NC(=O)N2CCCCCC2)c1,3
C=CCn1c(SCC(=O)NCc2cccs2)nnc1C1CCCCC1,-2

# Among those listed so far, 15 have an NH in an aromatic ring.
SMILES,14-3-3g Raf
CCN1CCCC1CNC(=O)c1c(O)c2c([nH]c1=O)CCCC2 (stereo unspecified),-7&1
CC1CCCCC1NC(=O)CCn1c(=S)[nH]c2ccccc2c1=O (stereo unspecified),-4
O=C(O)CSc1nc2ccc(Cl)cc2[nH]1,-6
CN1CCN(c2cc3c(c4c2[nH]c2ccccc24)C(=O)CC(C)(C)C3)CC1,4
Cc1n[nH]c(C)c1S(=O)(=O)N1CCN(c2ccc(F)cc2)CC1,5
CCN(C(=O)CN1CCN(c2ccccc2OC)CC1)c1c(N)n(Cc2ccccc2)c(=O)[nH]c1=O,5
COc1cccc(N2CCN(C(=O)c3[nH]c(C)c(C(C)=O)c3C)CC2)c1,-7
CN1CCc2ccccc2Cc2[nH]c3ccccc3c2CC1,-3
O=C(Cn1c(=S)[nH]c2ccccc2c1=O)N1CCN(c2ccc(F)cc2)CC1,-7
COc1ccc(-c2n[nH]c3c2C(c2ccc(OC)c(OC)c2)N(c2ccccc2)C3=O)cc1 (stereo unspecified),-12
O=c1[nH]cnc2ccc([N+](=O)[O-])cc12,4
CCC1CCCCN1C(=O)CSc1nc2c(cnn2-c2ccccc2)c(=O)[nH]1 (stereo unspecified),-12
CCOc1ccc2ccccc2c1C(=O)NCCc1cc2c(OC)ccc(OC)c2[nH]c1=O,-8
Cc1cccc(NC(=O)CCCn2c(=S)[nH]c3ccccc3c2=O)c1,-10
COc1cc(NC(=O)c2sc3nc[nH]c(=O)c3c2C)cc(OC)c1OC,-4
